# COUP-TFII inh – inhibitors of human COUP-TFII (NR2F2); P24468; HEK293T NGFI-A luciferase reporter, luminescence; inhibition, % at 8.6 µM; 370,000 compounds, 0.7% hits;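 active = inhibition above a per-plate cutoff, mean inhibition of test wells between control levels plus 3 SD, cut at about 38% in these data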;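 also: cells cotransfected with COUP-TFII expression vector driving the NGFI-A reporter; 0% = median of COUP-TF2 test wells and 100% = reporter-only cells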
# Target sequence (P24468 whole entry, looked up): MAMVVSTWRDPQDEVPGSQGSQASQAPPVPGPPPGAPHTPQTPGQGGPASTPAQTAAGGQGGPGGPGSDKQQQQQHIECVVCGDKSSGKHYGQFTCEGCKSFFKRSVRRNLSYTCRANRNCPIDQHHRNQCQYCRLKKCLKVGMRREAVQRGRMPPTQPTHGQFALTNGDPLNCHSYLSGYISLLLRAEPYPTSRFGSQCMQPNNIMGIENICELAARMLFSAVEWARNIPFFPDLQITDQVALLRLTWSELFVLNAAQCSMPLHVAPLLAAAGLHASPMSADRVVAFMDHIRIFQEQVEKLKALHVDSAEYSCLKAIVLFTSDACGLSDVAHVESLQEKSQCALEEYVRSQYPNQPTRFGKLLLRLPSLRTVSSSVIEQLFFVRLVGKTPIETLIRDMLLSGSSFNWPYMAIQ
# TWEAK Fn14 block – inhibitors of TWEAK-Fn14 interaction signaling | TWEAK-stimulated Fn14 reporter cells, luciferase luminescence, 8 h | inhibition, % at 10 µM | 360,000 compounds, 2% hits | AID 1159606; in the data active = inhibition above about 50%
# NR5A2 inv ag – suppresses constitutive activity of human LRH-1; O00482; 360,000 compounds, 0.13% hits; AID 602396; inhibition, % at 3.6 µM; HEK293T StAR-luciferase reporter, LRH-1 transfected, 24 h;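 active = inhibition above the mean inhibition of all tested compounds plus 3 SD, cut at about 73% in these data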;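 also: 0% = DMSO wells and 100% = reporter-only cells lacking LRH-1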
# Target sequence (O00482 whole entry, looked up): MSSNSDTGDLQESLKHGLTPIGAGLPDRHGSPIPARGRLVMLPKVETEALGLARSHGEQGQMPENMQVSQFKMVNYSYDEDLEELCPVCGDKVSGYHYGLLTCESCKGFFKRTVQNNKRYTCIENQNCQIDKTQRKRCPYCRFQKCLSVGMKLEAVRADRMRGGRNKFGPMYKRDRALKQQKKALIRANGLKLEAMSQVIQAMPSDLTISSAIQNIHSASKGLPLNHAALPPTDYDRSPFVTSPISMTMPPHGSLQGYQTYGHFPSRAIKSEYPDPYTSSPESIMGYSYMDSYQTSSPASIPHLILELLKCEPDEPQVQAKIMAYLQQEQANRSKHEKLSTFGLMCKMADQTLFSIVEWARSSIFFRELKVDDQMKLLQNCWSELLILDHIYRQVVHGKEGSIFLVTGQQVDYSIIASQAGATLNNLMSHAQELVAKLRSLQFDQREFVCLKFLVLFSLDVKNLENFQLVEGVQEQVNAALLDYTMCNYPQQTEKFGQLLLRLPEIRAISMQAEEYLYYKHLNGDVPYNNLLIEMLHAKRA
# SRC2 inh – human SRC2 (NCOA2) inhibition; Q15596; inhibition, % at 9 µM; HEK293 GAL4-SRC2 luciferase reporter, luminescence; 370,000 compounds, 0.17% hits;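 active = inhibition above the mean inhibition of all tested compounds plus 3 SD, set per campaign, cut at about 52% in these data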;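 also: 0% = DMSO treated cells and 100% = cells given Gossypol at 36 µM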
# TROY NFkB inh – blocks TROY-dependent signaling in reporter cells; Q293 LMP1-TROYcd NF-kB luciferase reporter, 4 h; inhibition, % at 10 µM; 360,000 compounds, 0.98% hits; AID 1347056;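 active = compounds whose plate-normalised and pattern-corrected inhibition of the luciferase reporter signal at the single screening dose is 50% or more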
# EBV LMP1 NFkB – Epstein-Barr LMP1 NF-kappaB reporter inhibition; LMP1-induced NF-kappaB luciferase reporter cells, luminescence; inhibition, % at 12.5 µM; 350,000 compounds, 0.69% hits; in the data active = inhibition above about 41%;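 also: 0% = neutral control wells and 100% = reference inhibitor control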
# NCOA1 inh – inhibits human SRC1 coactivator; 360,000 compounds, 0.12% hits; inhibition, % at 3.6 µM; HEK293 GAL4-SRC1 luciferase reporter, luminescence; AID 588354; Q15788;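 active = inhibition above the campaign mean plus 3 SD, with each screening campaign given its own cutoff, cut at about 60% in these data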;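 also: 0% = DMSO treated cells and 100% = gossypol at 36 µM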
# NOD2 RIPK2 PPI – inhibitors of human NOD2-RIPK2 interaction | O43353 | CHO BLA complementation NOD2-RIPK2, CCF4 ratio | inhibition, % at 4.98 µM | 360,000 compounds, 0.38% hits | AID 624267; in the data active = inhibition above about 21%;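 also: 0% = vehicle only and 100% = reference blocker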
# TLR9-MyD88 inh – TLR9-MyD88 interaction inhibition; CHO BLA complementation TLR9-MyD88, CCF4 FRET ratio; inhibition, % at 4.98 µM; 340,000 compounds, 0.21% hits; AID 504734;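 active = inhibition above the mean over all tested compounds plus 3 SD, cut at about 21% in these data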;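 also: 0% = DMSO only wells and 100% = clavulanate BLA inhibitor control wells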
# TRAIL sens C8 – sensitizes caspase-8 expressing cells to TRAIL. NB7+C8 cells + TRAIL, ATPlite viability luminescence. inhibition (viability loss, TRAIL sensitization), % at 10 µM. 360,000 compounds, 1% hits;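 active = compounds causing at least 50% loss of cell viability in the single-dose screen, relative to plate controls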
# SRC3 inh – inhibits human SRC3 coactivator; Q9Y6Q9; AID 588352; HEK293 GAL4-SRC3 luciferase reporter, luminescence; 360,000 compounds, 0.17% hits; inhibition, % at 3.6 µM;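 active = inhibition above a per-campaign cutoff, the mean of all compounds plus 3 SD, cut at about 60% in these data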;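 also: 0% = DMSO-treated cells and 100% = gossypol-treated cells at 36 µM; higher means less SRC3-driven luciferase light from the GAL4 reporter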
# The depositor's hits bear a star; · = not tested or not shown. Some of the compounds tested; rates above refer to the full screens.
SMILES,COUP-TFII inh,TWEAK Fn14 block,NR5A2 inv ag,SRC2 inh,TROY NFkB inh,EBV LMP1 NFkB,NCOA1 inh,NOD2 RIPK2 PPI,TLR9-MyD88 inh,TRAIL sens C8,SRC3 inh
S=C(NC1CCCCC1)N1CCC(c2cnc[nH]2)CC1,21,7,-6,-7,7,0,1,-21,-1,1,-4
O=C1Nc2ccccc2/C1=C/c1nc2ccccc2c(=O)n1-c1ccc(O)cc1,1,2,37,21,12,1,-19,-4,-10,-7,23
CC(NC(=O)N1CC1(C)C)c1ccccc1 (stereo not given),4,10,2,9,3,-11,-4,-10,-20,-7,-2
CCOc1ccc(C2SCC(=O)Nc3c2c(=O)[nH]n3C2CCCCCC2)cc1 (stereo not given),-10,8,2,14,21,8,11,-7,-3,-7,4
CC1CCCC(NC(=O)CNC(=S)N2CC3CC(C2)c2cccc(=O)n2C3)C1C (stereo not given),-16,10,5,-24,-1,-2,-3,-3,-9,21,-1
Nc1ccnn1C1CCNCC1,3,7,-2,-26,8,-6,-17,-6,-10,-12,13
CCCCCCOc1ccc(CN2CCN(C)CC2)cc1,10,61*,-48,-45,65*,33,-12,-7,-3,16,-13
O=C1C2CCCN2C(c2cccc(Cl)c2)N1c1ccccn1 (stereo not given),6,-8,-4,-28,13,-6,-11,1,-4,0,3
COc1ccc(CN2Cc3cc(-c4ccc(OC)cc4)ccc3-n3nncc3C2)cc1,-14,-11,11,-18,-31,·,-17,2,·,-2,12
CC(C)(C)C(=O)c1cn(Cc2ccccc2)c2ccccc12,33,10,-4,-38,4,-1,-13,-6,4,1,13
O=C1/C(=C/c2cc([N+](=O)[O-])ccc2Cl)N2CCC1CC2,-2,-11,8,2,-17,1,-1,-6,-5,2,15
c1cc2c(c(NC3=NCCCS3)c1)CCCC2,2,-6,18,-15,-5,1,-8,5,-1,1,17
COc1ccccc1C(=O)Nc1ccc2c(c1)CC1(C(=O)N(C)C(=O)N(C)C1=O)C1CCCN21 (stereo not given),-9,-10,9,-8,-18,-2,-18,-8,-5,-13,4
CCN(C(=O)Oc1ccccc1)c1ccc(C(O)(C(=O)OC)C(F)(F)F)cc1 (stereo not given),-4,5,-7,-14,-1,1,-1,11,2,10,2
CC(C)Oc1ccc(C2C(C#N)=C(N)Oc3c2c(=O)oc2ccccc32)cc1 (stereo not given),5,4,9,-17,-1,-19,-5,-12,0,9,-18
Clc1ccc(CCNCc2ccncc2)c(Cl)c1,-3,-14,2,-2,4,4,1,5,4,-10,2
CCC(C)NC(=O)c1c(N)n(CC2CCCO2)c2nc3ccccc3nc12 (stereo not given),27,19,16,4,26,4,4,-2,-2,13,8
O=C1NC2C(O)C(O)C(O)C(O)C2c2cc3c(c(O)c21)OCO3 (stereo not given),80*,99*,98*,75*,81*,92*,93*,22*,4,45,92*
CN1CC2([N+](=O)[O-])CC=C(Cl)C([N+](=O)[O-])(C1)C2 (stereo not given),-5,5,1,-31,-7,2,5,2,2,1,15
O=[N+]([O-])c1ccc(NC2CCN(Cc3ccccc3)CC2)c2ccncc12,4,35,-9,10,2,-7,2,5,2,-1,-2
CN1C(=O)NC(=O)/C(=C/c2ccc(C(=O)O)cc2)C1=O,-6,6,-3,-4,12,-2,-21,-2,13,-3,4
C=CCn1c(O)c(C(CC)=Nc2cc(OC)ccc2OC)c(=O)[nH]c1=O,4,11,5,18,-5,5,-6,-7,-11,-5,-2
CCCN(CC#CCOc1ccc(OC)cc1)CCC,8,-7,-1,0,-24,-8,-41,-10,6,-3,-11
CCOP(=O)(C#CC(C)(C)C)C(C)(O)c1ccccc1 (stereo not given),-2,-14,2,-8,-1,-7,0,2,-6,-10,-1
CP(=O)(Nc1ccc(Cl)cc1)c1nc2c(s1)CCCC2 (stereo not given),8,11,-1,20,-7,-1,4,-1,5,1,14
O=c1c2ccccc2nc(SCC2CCCCO2)n1-c1ccccc1 (stereo not given),-17,-3,30,-51,-8,14,1,0,-7,-6,9
O=C1NCN(c2ccccc2)C12CCN(C(c1nnnn1C1CCCCC1)C1CC1)CC2 (stereo not given),-9,15,9,-14,4,·,11,-8,·,-16,-30
COc1ccc(-c2cc(C(=O)N3CCC4(CC3)OCCO4)c3ccccc3n2)cc1,6,4,-7,-17,-33,5,-26,-11,3,42,-8
O=C1c2ccccc2-n2nncc2C2c3cc(Br)ccc3CCN12 (stereo not given),-13,-9,4,-44,20,·,-7,4,·,-15,-1
CC1CCC(C(C)C)C(OC(=O)Cn2c(COc3ccccc3)[n+](C)c3ccccc32)C1 (stereo not given),-3,47,12,30,44,-4,-3,-10,3,53*,16
Cc1nc2ccccc2c(=O)n1-c1ccncc1,-5,-8,5,1,-2,5,17,-13,-10,-5,-3
O=[N+]([O-])c1cc(F)c(N2CCCCC2)cc1Br,-3,-7,-6,6,-3,-3,-6,-11,-3,0,-8
Cc1ccc(-n2cc(CNC(C)Cc3cnccn3)c(-c3cccc(C)c3)n2)cc1 (stereo not given),-12,-17,-17,5,-7,-16,-2,-2,-10,-2,8
O=C(CCN1CC=C(c2ccccc2)CC1)NCc1ccccc1,-24,10,6,-8,2,-5,-3,-2,-5,3,-14
C=CCn1c(O)c(/C=C2/C=CC=N2)c(=O)[nH]c1=O,-35,39,5,-20,18,-1,4,-7,0,-5,-10
COc1cccc(C(c2nnnn2-c2c(C)cccc2C)N2CCC(n3c(=O)[nH]c4ccccc43)CC2)c1OC (stereo not given),29,-15,35,-8,17,·,15,-4,·,-5,0
C/C(=N\NC(=O)c1ccncc1)c1c(O)n(Cc2ccccc2)c(=O)[nH]c1=O,-1,17,-8,-21,5,-1,6,0,1,1,-4
CN1C(=O)NC(=O)C2(CCCC2)C1=O,-5,5,-1,-3,9,-3,6,0,9,11,-4
Cc1nn(Cc2ccccc2Cl)c(C)c1C(=O)OCC(=O)N1CC(C)OC(C)C1 (stereo not given),15,-3,-7,13,23,14,-13,-10,-8,-9,11
Cc1ccc(C(=O)C2(C)N(O)C(C)C(c3cccs3)=[N+]2[O-])cc1 (stereo not given),-3,-9,9,12,-12,-1,4,-10,5,-21,16
COc1ccc(OCC(=O)N2CCN(Cc3nc4cc([N+](=O)[O-])ccc4n3C)CC2)cc1,-5,-2,4,-8,3,3,-2,-6,0,13,-2
C[C@H](NC(=O)N1C[C@H]2C[C@@H](C1)c1cccc(=O)n1C2)C(=O)Nc1ccccc1F,13,-4,-9,14,-10,0,-21,-10,-17,4,7
COc1ccc(C(=O)O/N=C(/C(N)=O)P(=O)(OC(C)C)OC(C)C)cc1,7,-3,-1,-13,0,·,-9,10,·,-19,16
N=c1sccn1Cc1ccc(Cl)cc1Cl,-3,-1,-21,7,2,-9,5,-7,-3,-7,15
CC1([N+](=O)[O-])COP(=O)(Nc2cccc(Br)c2)OC1 (stereo not given),1,28,-6,1,11,6,3,-16,3,2,9
O=c1c2ccccc2nc(-c2ccccc2)n1-c1ccccn1,10,21,6,3,10,-2,5,-6,-2,-21,-2
O=C(C[N+]12CCC(CC1)C(C(O)(c1ccccc1)c1ccccc1)C2)c1ccc(Br)cc1 (stereo not given),22,8,3,12,-16,-13,-2,-6,7,-1,15
CN(C)CCSCc1nnc2n1-c1ccc(Cl)cc1C(c1ccccc1Cl)=NC2,12,10,-3,-15,6,-5,-8,-1,0,-2,-26
CCCOc1ccccc1OCC(=O)N1CCN(CC(=O)N2CCOCC2)CC1,-7,15,3,-15,8,-9,4,-1,-4,3,-3
C[C@@H]1CN([C@@H](C)CO)C(=O)CCCn2nncc2CO[C@@H]1CN(C)C(=O)Oc1ccc2ccccc2c1,-6,-8,12,-14,-11,6,-7,6,-4,4,5
Clc1ccc2c(c1)C(c1ccccc1Cl)=NCc1nnc(N3CCN(CCOc4ccccc4)CC3)n1-2,-3,25,6,18,23,6,4,0,1,-10,7
CN(CCOc1ccc(C=C2C(=O)NC(=O)NC2=O)cc1)c1ccccn1,4,-11,19,-12,-6,-13,-21,1,-13,16,-3
NP(=O)(OCCCCc1ccccc1)Oc1ccccc1Cl (stereo not given),-8,-8,-19,-7,-3,-10,-18,-9,8,-9,-11
O=C1CN(C(=O)CN2CCCCC2)C(c2ccccc2)c2cc(Br)ccc2N1 (stereo not given),-18,3,19,-7,1,-11,4,-9,-14,-10,5
CN1C(=O)/C(=C\N2CCc3ccccc32)C(=O)NC1=S,19,-12,5,-12,-18,-9,2,-7,-8,2,2
N#CC(c1ccccc1)N1CCOCC1 (stereo not given),-1,10,6,5,-16,1,-3,-6,1,-13,23
Clc1ccc(C(c2ccccc2)c2ncc[nH]2)cc1 (stereo not given),-7,-4,-3,-8,-12,-5,-4,0,-2,1,15
CCOc1ccc(NC(=O)C2C3c4ccccc4C(c4ccccc43)C2C(=O)O)cc1 (stereo not given),-3,-25,-9,17,-24,-4,0,-3,2,-7,8
CC1CN=C(NCc2ccc(F)cc2)S1 (stereo not given),-10,-5,7,-9,5,12,-11,7,-2,-2,-13
CC(=O)OC1CCC2(C)C(CCC3C2CC(=O)C2(C)C3CC(N3CC3)C2C(C)=O)C1 (stereo not given),5,8,5,-22,9,10,-4,-2,-16,-2,3
# More compounds:
SMILES,COUP-TFII inh,TWEAK Fn14 block,NR5A2 inv ag,SRC2 inh,TROY NFkB inh,EBV LMP1 NFkB,NCOA1 inh,NOD2 RIPK2 PPI,TLR9-MyD88 inh,TRAIL sens C8,SRC3 inh
COc1ccc(CCNCc2cccc(C(F)(F)F)c2)cc1OC,0,-5,-4,12,25,0,7,-10,12,1,-17
COc1ccccc1CN1CCN(C(=O)Cc2ccccc2)CC1,14,-12,-9,-14,1,-9,-2,-5,-2,-10,2
Clc1cccc(N2Cc3ccccc3-n3nncc3C2)c1,3,5,-5,5,1,·,-5,14,·,15,-4
CCOC(=O)CC(SP1(=S)OCC2(CC=CCC2)CO1)C(=O)OCC (stereo not given),24,-4,1,-21,-5,10,-12,5,-7,10,-4
COc1ccc(-n2c(/C=C/c3cccc(F)c3)nc3ccccc3c2=O)c(OC)c1,2,33,-30,-6,19,1,-20,0,-12,21,-15
N#C/C(=C(/O)c1ccc(S(=O)(=O)N(CCCl)CCCl)cc1)c1nc2ccccc2[nH]1,-7,-5,-1,-20,-12,-10,-25,-7,-8,9,-25
COc1ccccc1OCC#CCN1CCOCC1,7,-4,-1,5,5,-3,5,1,-8,-5,6

# A portion taken from the entries so far, for reference:
SMILES,COUP-TFII inh,TWEAK Fn14 block,NR5A2 inv ag,SRC2 inh,TROY NFkB inh,EBV LMP1 NFkB,NCOA1 inh,NOD2 RIPK2 PPI,TLR9-MyD88 inh,TRAIL sens C8,SRC3 inh
CC(=O)OC1CCC2(C)C(CCC3C2CC(=O)C2(C)C3CC(N3CC3)C2C(C)=O)C1 (stereo not given),5,8,5,-22,9,10,-4,-2,-16,-2,3
COc1ccc(CCNCc2cccc(C(F)(F)F)c2)cc1OC,0,-5,-4,12,25,0,7,-10,12,1,-17
COc1ccccc1CN1CCN(C(=O)Cc2ccccc2)CC1,14,-12,-9,-14,1,-9,-2,-5,-2,-10,2
Clc1cccc(N2Cc3ccccc3-n3nncc3C2)c1,3,5,-5,5,1,·,-5,14,·,15,-4
CCOC(=O)CC(SP1(=S)OCC2(CC=CCC2)CO1)C(=O)OCC (stereo not given),24,-4,1,-21,-5,10,-12,5,-7,10,-4
